# TRHR enhancer = allosteric enhancers of human TRH receptor; enhancement, % at 2 µM; AID 493056; TRHR cells, fluo-8 calcium fluorescence, EC20 TRH enhancement; 0.66% of 360,000 active; in the data active = enhancement above about 30%; note: 0% is about no effect
#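 Enhancer read-out: after compound pinning and an initial kinetic agonist-mode read, an EC20 of TRH (10 nM final) was injected and fluo-8 calcium signal (Ex 480/Em 530) followed at 1 s/cycle for 100 cycles in TRHR-expressing cells.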
# PI4K2A inh = blocks human PI4K2A kinase activity | Q9BTU6 | purified PI4K2A, ADP-Glo luminescence, 1 h; hits give low values | activity change, negative = inhibition, % at 76.9 µM | 0.13% of 420,000 active | AID 1346378; in the data active = activity change below about -50%; inconclusive = mostly about -30% to -49%;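 note: -100% = wells without enzyme as full effect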
#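 ADP-Glo luminescence measured ADP generated by PI4K2A enzyme (4 ug/mL before mixing) with 1.2 mM PI substrate (pre-mix) and 300 microM ATP (pre-mix). Tris pH7.5 buffer with MgCl2, Triton X-100; 1 h reaction at ambient temperature.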
# TrxR1 substrate = is turned over as a substrate by rat TrxR1; purified TrxR1 substrate turnover, NADPH consumption readout; 0.01% of 390,000 active; Potency, µM (series often up to 114 µM), for inactives: at the top dose activity change, negative = substrate turnover; O89049; note: potency is the fitted concentration of half-maximal effect; % is set by controls: 0 for no effect and ±100 for the full control effect; nearly all actives have a fitted effect of over 50% in size
# Target sequence (O89049 whole entry, looked up): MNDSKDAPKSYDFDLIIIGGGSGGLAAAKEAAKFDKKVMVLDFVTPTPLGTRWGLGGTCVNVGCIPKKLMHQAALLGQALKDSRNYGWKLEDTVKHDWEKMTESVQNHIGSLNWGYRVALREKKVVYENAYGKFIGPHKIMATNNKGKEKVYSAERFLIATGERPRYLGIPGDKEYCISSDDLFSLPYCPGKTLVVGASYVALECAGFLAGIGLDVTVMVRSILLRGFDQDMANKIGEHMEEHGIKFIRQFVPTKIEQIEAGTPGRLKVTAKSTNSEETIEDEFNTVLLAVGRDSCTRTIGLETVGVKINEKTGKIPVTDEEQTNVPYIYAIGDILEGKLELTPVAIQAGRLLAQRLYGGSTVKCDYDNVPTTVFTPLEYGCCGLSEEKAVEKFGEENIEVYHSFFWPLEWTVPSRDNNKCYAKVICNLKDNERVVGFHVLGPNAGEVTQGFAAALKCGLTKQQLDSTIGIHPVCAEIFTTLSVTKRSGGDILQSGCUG
#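 Rat TrxR1, dispensed at 90 nM, was prereduced with 400 uM NADPH (final) for 5 min at ~22 deg C, then incubated with compound 15 min before 400 uM selenite. A first-read NADPH fluorescence drop versus no-compound background flagged substrates.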
# IDH1 R132H inh = inhibitors of human mutant IDH1 R132H. O75874. IDH1-R132H enzyme, NADPH consumption, diaphorase/resazurin fluorescence. 0.093% of 390,000 active. Potency, µM (highest dose often 76.6 µM), inactives show at the highest dose activity change, negative = inhibition, actives largely listed as inhibitors; note: potency is the fitted concentration of half-maximal effect; % is set by controls: 0 for no effect and ±100 for the full control effect; nearly all actives have a fitted effect of over 65% in size
#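 IDH1-R132H (0.5 ug/mL dispensed) in pH 7.5 Tris buffer was preincubated 30 min with compound, then given a substrate mix of 0.016 mM NADPH and 2 mM alpha-KG for 80 min at room temperature; remaining NADPH was read by diaphorase/resazurin fluorescence.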
# USP1-UAF1 inh = blocks the human USP1/UAF1 deubiquitinase complex; Potency, µM (doses to about 57.1 µM), inactives show at the highest dose activity change, negative = inhibition, actives largely listed as inhibitors; 0.23% of 390,000 active; O94782; recombinant USP1/UAF1, Ub-Rhodamine cleavage fluorescence; note: potency is the fitted concentration of half-maximal effect; % is set by controls: 0 for no effect and ±100 for the full control effect; nearly all actives have a fitted effect of over 60% in size; inactives centre near -12
#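 High-throughput fluorogenic screen: 1nM USP1/UAF1 complex, Ub-Rho substrate 150nM final, 50mM HEPES pH 7.8 with 0.5mM EDTA, 0.1 mg/ml BSA, 1mM TCEP and 0.01% Tween-20.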
# D2 antagonist = antagonists of human D2 dopamine receptor; HEK293 TREx D2 cells, calcium flux, dopamine EC80; inhibition, % at 10 µM; 2% of 340,000 active; in the data active = inhibition above about 30%; note: 0% is about no effect
# Target sequence (P14416 whole entry, looked up): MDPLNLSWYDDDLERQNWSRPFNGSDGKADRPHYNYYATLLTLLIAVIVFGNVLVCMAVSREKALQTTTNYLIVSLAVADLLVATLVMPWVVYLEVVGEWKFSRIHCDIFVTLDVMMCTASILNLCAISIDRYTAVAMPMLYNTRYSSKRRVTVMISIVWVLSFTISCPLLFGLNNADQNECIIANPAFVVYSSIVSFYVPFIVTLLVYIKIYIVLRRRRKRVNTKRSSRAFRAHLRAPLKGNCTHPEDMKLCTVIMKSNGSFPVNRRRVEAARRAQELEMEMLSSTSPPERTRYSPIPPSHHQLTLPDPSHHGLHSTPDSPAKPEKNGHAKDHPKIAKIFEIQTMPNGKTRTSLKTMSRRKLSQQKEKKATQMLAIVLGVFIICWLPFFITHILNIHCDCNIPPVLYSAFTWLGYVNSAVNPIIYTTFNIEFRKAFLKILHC
#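 Inhibition of EC80 dopamine-driven calcium flux, recorded kinetically, defines activity here; cells are a tetracycline-induced HEK293 T-REx line expressing force-coupled D2.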
# rTrxR1 inhibitor = blocks rat thioredoxin reductase 1; 1% of 390,000 active; AID 588453; O89049; recombinant rTrxR1, NADPH fluorescence consumption, selenite substrate; Potency, µM (highest dose often 114 µM), without a hit: at the top dose activity change, negative = inhibition, hits mostly inhibitors; note: potency is the fitted concentration of half-maximal effect; % is set by controls: 0 for no effect and ±100 for the full control effect; nearly all actives have a fitted effect of over 65% in size
#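 Rat TrxR1 (90 nM in the dispensed reagent) was pre-reduced with 400 uM NADPH for 5 min at room temperature, then incubated with compound for 15 min. After 400 uM selenite was added, NADPH fluorescence (Ex 340/Em 450 nm) was followed for 8 min.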
# TRHR agonist = TRH receptor (human) agonism | P34981 | TRHR cells, calcium flux fluo-8, FDSS agonist mode | activation, % at 2 µM | 0.18% of 360,000 active; in the data active = activation above about 30%; note: 0% is about no effect
#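 TRHR-expressing cells, plated overnight in medium with 10% serum, were loaded with fluo-8 calcium dye at room temperature. After a 10 s baseline, library compound was pin-added and calcium release was recorded kinetically (ex 480/em 530) as agonist response.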
# D2 agonist = agonists of human D2 dopamine receptor | P14416 | activation, % at 2 µM | HEK293 T-REx D2 cells, calcium flux agonist mode | 0.53% of 340,000 active;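 active = activation over 3 SD above normal in the single-dose calcium agonist read, cut at about 30% in these data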; note: 0% is about no effect
#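 HEK293 Trex D2 cells, tetracycline-induced, o/n 30 C 5% CO2; no-wash Ca dye, RT 30–90 min; 10-cycle baseline, 23 nl cpd added, kinetic Ca read 180 s; agonist hits = positive Ca response.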
# Active calls of the source: *; u = inconclusive; x = not tested or not shown; & = joins results of further samples; [ ] = another dose, or the depositor's remark. Unless noted, calls come from the whole dose curve; as a rule, active = well fitted inhibition curve with a large enough effect; inconclusive = small, poorly fitted or top-dose-only effect; inactive = no such curve, though single readings can be large or run the other way.
compound	TrxR1 substrate	D2 agonist	PI4K2A inh	D2 antagonist	TRHR enhancer	rTrxR1 inhibitor	USP1-UAF1 inh	IDH1 R132H inh	TRHR agonist
CCOC(=O)c1c(C)[nH]c(C(=O)OCC(=O)c2ccccc2)c1C	-1%	-1.1	4	15	-11	10%	-18%	10%	0.0
O=C(COc1ccc(Cl)cc1)OCc1ccc(Cl)cc1	4%	x	-4	x	x	19%	u	0%	x
COC(=O)C1=C(C)N(c2ccc(Cl)cc2)/C(=C/c2cccs2)C1=O	-10%	0.2	3	-9	0	-10%	-8%	3%	0.5
CCOCCCn1c(C)nc2c[n+](CC(=O)c3ccc4ccccc4c3)cc(Br)c21	24%[57.1 µM]	-0.3	2	-3	-1	39%[activator][57.1 µM]	3%	0%	0.5
CCN(CC)S(=O)(=O)c1cc(Br)c(C)cc1OC	-2%	-0.1	1	-14	8	-7%	-9%	2%	-0.7
CCN(CC(=O)Nc1c(F)cccc1F)C(=O)c1ccc2c(c1)OCCO2	0%	1.1	-4	12	7	4%	3%	-2%	-1.0
C/C(Cc1ccccc1)=N\NC(=O)CCCCCC(=O)N/N=C(\C)Cc1ccccc1	-10%	0.2	-1	-13	3	-21%	-1%	-1%	0.1
O=C(Cn1nc(-c2ccccc2)oc1=O)OCC(=O)c1ccc(F)c(F)c1	-2%	-0.2	4	15	-3	2%	-9%	0%	0.6
COc1ccc(-c2ccc(NS(=O)(=O)c3cc([N+](=O)[O-])ccc3C)cc2)nn1	-5%	-0.4	-4	-1	4	5%	-16%	-6%	0.0
Cc1ccc(C)c(NS(=O)(=O)c2cc(C(=O)NCc3ccccn3)ccc2Cl)c1	4%[57.1 µM]	0.6	9	5	6	9%[57.1 µM]	-6%	13%	0.1
O=C(C1CCCN(Cc2ccc(F)cc2)C1)N1CCCCC1 (configuration not stated)	8%	-3.4	8	-12	-2	13%	-21%	-12%	-1.3
CC1CC(C)CN(C(=O)COC(=O)CNC(=O)C23CC4CC(CC(C4)C2)C3)C1 (configuration not stated)	0%	1.1	3	14	26	3%	-10%	10%	0.2
COc1ccc(N2Cc3ccccc3C2=NC(=O)c2ccc(C)cc2)cc1OC	-2%	-2.4	3	11	-2	-9%	-23%	13%	-0.1
CC(=O)Nc1cccc(NC(=O)CSc2nnnn2-c2ccc3c(c2)OCO3)c1	x	-0.4	x	2	-5	x	x	x	0.4
O=C(CCCN1C(=O)c2ccccc2C1=O)Nc1ccc(Br)cn1	6%	-1.2	10	-10	4	23%	-14%	-2%	0.1
O=C1C(=O)c2ccccc2C(O)=C1CCCCl	-8%	-0.5	-14	-5	5	9%	20µM*	2%	0.8
CCOc1ccc(S(=O)(=O)NN)cc1	4%	-0.3	9	7	13	9%	-5%	10%	0.3
CC1(C(=O)O)CCC(C(=O)Nc2ccc(F)cc2)C1(C)C (configuration not stated)	4%[57.1 µM]	1.1	-22	-6	-2	4%[57.1 µM]	-18%	7%	-0.1
COc1ccc(-c2ccnc3cc(C(=O)O)nn23)cc1	50%[activator][57.1 µM]	2.3	-1	9	-5	1%[57.1 µM]	-4%	10%	0.0
Cc1nn(-c2ccccc2)c(Cl)c1/C=N/NS(=O)(=O)c1ccc(Br)cc1	-2%	-2.2	-5	-2	8	10%	-14%	-4%	-0.5

# Overlap with the part before: 2 compounds, followed by the next part.
compound	TrxR1 substrate	D2 agonist	PI4K2A inh	D2 antagonist	TRHR enhancer	rTrxR1 inhibitor	USP1-UAF1 inh	IDH1 R132H inh	TRHR agonist
COc1ccc(-c2ccnc3cc(C(=O)O)nn23)cc1	50%[activator][57.1 µM]	2.3	-1	9	-5	1%[57.1 µM]	-4%	10%	0.0
Cc1nn(-c2ccccc2)c(Cl)c1/C=N/NS(=O)(=O)c1ccc(Br)cc1	-2%	-2.2	-5	-2	8	10%	-14%	-4%	-0.5
COc1ccc(Cl)cc1S(=O)(=O)N1CCCC(C(=O)N2CCCC2)C1 (configuration not stated)	-4%	0.6	1	4	1	-7%	-6%	-16%	-0.2
CSc1cccc(N2CC(C(=O)NCCN3C(=O)S/C(=C\c4cccnc4)C3=O)CC2=O)c1 (configuration not stated)	-3%	0.2	-4	6	0	4%	-21%	7%	0.5
CC1(C)Cc2c(C#N)c(N3CCOCC3)nc(-c3ccccc3)c2CO1	27%[57.1 µM]	0.8	-3	-9	-2	14%[57.1 µM]	-21%	5%	0.0
CC(Sc1nnc(CN2CCCC2)n1Cc1ccccc1)C(=O)Nc1ccc(F)c(F)c1F (configuration not stated)	-3%	x	-3	x	x	2%	-16%	4%	x
COC(=O)c1ccc(CNC(=O)COC(=O)CC23CC4CC(CC(Br)(C4)C2)C3)cc1	-17%	-2.1	4	-15	2	-8%	-9%	1%	-1.1
CC#CCN1C=C(C(=O)OCC)C(C)N(Cc2ccc(Br)cc2)S1(=O)=O (configuration not stated)	3%	x	-6	x	x	6%	-17%	15%	x
COc1cc(CCC(=O)OCC(=O)Nc2ccccc2C(C)C)cc(OC)c1OC	3%	-0.6	-5	-8	-1	8%[0.0914 µM]	-12%	4%	-0.4
Cc1ccc(C(O)Cn2cc([N+](=O)[O-])nc2C)cc1 (configuration not stated)	-6%	12	-17	9	1	5%	-6%	-1%	-0.5
O=[N+]([O-])c1ccc(C(O)CN2CCN(c3ccccc3)CC2)cc1 (configuration not stated)	-3%	60*	8	46*	-2	-2%	-16%	5%	0.6
COC(=O)c1cccc(NC(=O)CC2C(=O)NCCN2C(=O)c2ccc(F)cc2F)c1 (configuration not stated)	5%	0.1	6	-20	3	20%	-24%	-7%	0.3
CCc1nnc(NC(=O)CCC(=O)N2CCN(Cc3ccc(F)cc3)CC2)s1	18%	-0.2	-1	6	-2	4%	-14%	16%	-0.4
COCCCNC(=O)Cn1nnc(-c2ccccc2NC(=O)c2ccc(F)cc2)n1	-2%	-0.9	1	1	11	15%	u	0%	-0.2
COc1ccc(OCc2nc3c4c(-c5ccc(OC)cc5)c(-c5ccc(OC)cc5)oc4ncn3n2)cc1	31%	-1.6	-4	x	9	21%	-22%	-9%	-1.8
CCCOc1ccc(/C(O)=C2/C(=O)C(=O)N(CCCOC)C2c2ccncc2)cc1 (configuration not stated)	-22%	0.3	-4	-19	1	-22%	-7%	-1%	0.1
COc1ccccc1NC(=O)N1CCCC1C(=O)NCc1ccccc1Cl (configuration not stated)	6%	x	2	x	-3	23%	-20%	5%	-0.2
CCOc1ccc(S(=O)(=O)N2CCCC(C(=O)NCCN3CCOCC3)C2)cc1Cl (configuration not stated)	-2%	0.0	-5	-9	5	3%	2%	-1%	0.0
COc1ccc(-c2noc(C(=O)NCc3ccc(F)cc3)n2)cc1OC	-9%	-0.7	0	-9	2	-7%	-6%	-2%	-1.6
Cn1c(=O)[nH]c(=O)c2c1nc(Sc1ccccc1)n2CCc1ccccc1	1%	-0.3	-1	13	-1	13%	u	-13%	-0.4
COC(=O)c1sccc1NC(=O)Cc1ccc(OC)cc1	-3%	0.5	-1	-21	4	-14%	-10%	3%	0.5
COc1ccc(N2CCN(C(=O)CSc3nnc(CNc4ccccc4)o3)CC2)cc1	-5%	-2.0	0	24	-3	12%	-6%	2%	-0.3

# The results go on.
compound	TrxR1 substrate	D2 agonist	PI4K2A inh	D2 antagonist	TRHR enhancer	rTrxR1 inhibitor	USP1-UAF1 inh	IDH1 R132H inh	TRHR agonist
COc1ccc(S(=O)(=O)N2CCCCC2)cc1NC(=O)c1c(F)cccc1Cl	-5%	0.5	-6	1	8	8%	0%	-7%	0.3
O=C1CN(C(=O)COc2ccc(Cl)cc2)C(c2ccc(F)cc2)c2cc(Br)ccc2N1 (configuration not stated)	-1%	0.7	0	x	3	5%	-14%	0%	0.8
O=C(Nc1ccc(Cl)c(Cl)c1)c1cccnc1	4%	-2.2	-3	-4	2	17%	-17%	12%	0.5
O=C(NCCc1ccccc1)c1ccc(CS(=O)(=O)c2ccc(Br)cc2)o1	-9%&6%	-0.2&-0.6	1&-5	-8	-5&13	-18%&1%	2%&-27%	2%&-10%	0.0&-0.3
COc1cc(C(=O)N2CCN(c3ccc([N+](=O)[O-])cc3)CC2)ccc1OCc1c(C)noc1C	-12%	0.6	1	8	0	-16%	-3%	1%	0.1
COc1cccc(-n2cc(-c3ccc(F)cc3)[nH]c2=S)c1	-6%	0.4	-6	-21	-6	-21%	u	-4%	0.7
COc1ccc(OCC(=O)Nc2nc3ccccc3[nH]2)cc1	-4%	0.0	3	-6	5	-2%	-7%	-2%	0.0
COC(=O)c1ccc(C)c(NC(=O)c2nn(C)c(=O)c3ccccc23)c1	2%	0.3	1	24	-2	-11%	-5%	2%	-0.1
Cc1cccc2nc(COc3ccc(Cl)c4cccnc34)cn12	-7%[57.1 µM]	-0.6	1	6	-1	-6%[57.1 µM]	-4%	7%	1.4
CCC(C)[C@H](NC(=O)Nc1ccc(S(N)(=O)=O)cc1)C(=O)O (some centres not stated)	6%	2.8	4	-22	-1	10%	1%	2%	0.3
Cc1cccn2c(=O)c(C=O)c(Cl)nc12	9%[57.1 µM]	x	-7	x	-3	u	1%	1%	0.8
CCOC(=O)CNC(=O)CNC(=O)c1nn(-c2ccc(OC)c(OC)c2)c(=O)c2ccccc12	6%	1.1	-2	9	-7	8%	-12%	0%	0.1
COC(=O)C(Cc1c[nH]c2ccccc12)NC(=O)COc1ccc(Cl)cc1Cl (configuration not stated)	0%	-0.1	-9	x	-2	22%	u	4%	-0.9
CCOCCCn1c(SC(C)C(=O)NCC2CCCO2)nc2sc(C)c(C)c2c1=O (configuration not stated)	1%	1.8	-5	-20	-4	6%	-5%	2%	-0.3

# Three compounds from above with just PI4K2A inh.
SMILES	PI4K2A inh
COc1cccc(-n2cc(-c3ccc(F)cc3)[nH]c2=S)c1	-6
COc1ccc(OCC(=O)Nc2nc3ccccc3[nH]2)cc1	3
O=C(NCCc1ccccc1)c1ccc(CS(=O)(=O)c2ccc(Br)cc2)o1	1&-5

# Assay outcomes as filed in PubChem.
